High-throughput results: PubChem, The Scripps Research Institute Molecular Screening Center
ssDAF-12 act = activators of S. stercoralis DAF-12 nuclear receptor; HEK293 ssDAF-12/GRIP1 lit1-tk-luc reporter, luminescence; % of 3 µM dafachronic acid response; activation, % at 6.8 µM; actives 1% (n = 370,000);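 active = activation above the mean over all tested compounds plus 3 SD, cut at about 0.9% in these data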;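 note: 0% = DMSO-only wells and 100% = 3 µM delta7-dafachronic acid wells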
DAX1 inh-1 = inhibitors of DAX1 repression of SF-1 activated StAR promoter; AID 652010; actives 1.1% (n = 370,000); HEK293T StAR-luciferase reporter, SF-1/DAX-1 repression relief; inhibition, % at 6.8 µM;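 active = inhibition above the mean over all tested compounds plus 3 SD, cut at about 3.6% in these data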;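 note: 0% = DAX-1 cells with DMSO and 100% = cells lacking DAX-1 with DMSO; higher inhibition means more luminescence from relief of DAX-1 repression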
ADAM17 inh = inhibits human ADAM17; P78536; recombinant ADAM17, EDANS/DABCYL FRET peptide cleavage; inhibition, % at 6.95 µM; actives 0.83% (n = 370,000);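 active = inhibition above the mean of compounds lying between control limits plus 3 SD, set per campaign, cut at about 8.5% in these data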;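 note: 0% = DMSO-only wells as the low control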
PLCg1 inh = inhibitors of human phospholipase C gamma1. inhibition, % at 12.2 µM. purified PLC-gamma1, fluorogenic substrate, fluorescence. P19174. actives 0.84% (n = 370,000); in the data active = inhibition above about 9.5%
FXN GAA850 act = increases GAA850 frataxin promoter reporter activity. HEK293 lucGAA850 FXN promoter luciferase reporter, 24 h; percent of 10 µM SAHA response. activation, % at 6 µM. actives 0.56% (n = 360,000). AID 540364;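 active = activation above the average of all compounds screened plus 3 SD, cutoff fixed separately per campaign, cut at about 7.5% in these data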;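 note: 0% = DMSO wells and 100% = 10 µM SAHA wells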
hgDAF-12 ag = agonists of H. glycines DAF-12 nuclear receptor; activation, % at 6.8 µM; actives 1.8% (n = 370,000); HEK293 GAL4-hgDAF12 UAS-luciferase reporter, agonist luminescence; normalized to butyrate control;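 active = activation above a cutoff set at the mean of all screened compounds plus 3 SD, cut at about 10% in these data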;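 note: 0% = DMSO wells and 100% = sodium butyrate wells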
PLCb3 inh = inhibitors of human phospholipase C beta3. inhibition, % at 12.2 µM. Q01970. actives 0.18% (n = 370,000). Purified PLC-beta3, fluorogenic substrate, fluorescence; in the data active = inhibition above about 11%;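 note: 0% = median of compound wells on plate and 100% = full blocker control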
hcDAF-12 act = activates DAF-12 receptor from parasite H. contortus. HEK293 hcDAF-12 lit1-tk-luc reporter, luminescence; 0% DMSO, 100% Δ7-dafachronic acid. activation, % at 6.8 µM. actives 1.4% (n = 370,000);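 active = activation above the mean of all tested compounds plus 3 SD, cut at about 5.5% in these data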;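 note: 100% = response to 3 µM Δ7-dafachronic acid high control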
ADAM10 inh = ADAM10 inhibition, QFRET primary screen. O14672. recombinant ADAM10, EDANS/DABCYL FRET peptide cleavage, 3 h. inhibition, % at 7 µM. actives 0.62% (n = 370,000);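 active = inhibition above a per-campaign cutoff equal to the mean of compounds falling between control-based bounds plus 3 SD, cut at about 20% in these data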;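 note: 0% = DMSO wells while the 100% control is not disclosed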
Target sequence (O14672 214-748 limits assumed): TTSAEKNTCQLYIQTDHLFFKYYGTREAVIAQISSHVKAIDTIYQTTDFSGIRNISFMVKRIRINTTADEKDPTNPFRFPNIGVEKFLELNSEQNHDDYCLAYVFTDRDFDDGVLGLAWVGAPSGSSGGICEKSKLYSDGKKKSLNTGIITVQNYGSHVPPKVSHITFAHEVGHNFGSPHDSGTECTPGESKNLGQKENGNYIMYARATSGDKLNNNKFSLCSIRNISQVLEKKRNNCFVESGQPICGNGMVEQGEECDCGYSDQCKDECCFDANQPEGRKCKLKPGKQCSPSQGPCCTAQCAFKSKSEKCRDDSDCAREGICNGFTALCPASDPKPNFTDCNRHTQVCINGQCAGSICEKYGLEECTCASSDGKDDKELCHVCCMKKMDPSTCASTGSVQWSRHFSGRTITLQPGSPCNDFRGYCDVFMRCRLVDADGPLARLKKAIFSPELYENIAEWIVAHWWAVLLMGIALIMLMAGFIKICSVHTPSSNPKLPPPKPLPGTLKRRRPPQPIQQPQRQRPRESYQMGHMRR
DAX1 inh-2 = inhibitors of human orphan nuclear receptor DAX1 (NR0B1); actives 0.99% (n = 340,000); inhibition, % at 6.75 µM; AID 504766; HEK293 Gal4-DAX1 luciferase reporter, luminescence; P51843;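 active = inhibition above the mean over all tested compounds plus 3 SD, cut at about 4.2% in these data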;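 note: 0% = DAX1-transfected cells with DMSO and 100% = empty-vector control cells with DMSO; inhibition shows as a rise in luminescence from relieved DAX1 repression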
Target sequence (P51843 207-470 limits assumed): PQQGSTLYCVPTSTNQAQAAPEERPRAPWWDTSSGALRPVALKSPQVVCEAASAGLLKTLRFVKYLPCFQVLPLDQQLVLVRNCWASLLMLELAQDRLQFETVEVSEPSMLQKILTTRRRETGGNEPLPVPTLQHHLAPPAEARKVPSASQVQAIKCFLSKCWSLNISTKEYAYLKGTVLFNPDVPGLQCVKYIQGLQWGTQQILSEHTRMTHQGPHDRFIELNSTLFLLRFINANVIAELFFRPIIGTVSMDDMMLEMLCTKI
HGIII-sPLA2 inh = Blocks human group III sPLA2 activity; Q9NZ20; QFRET BODIPY PC-A2 liposome hydrolysis, fluorescence; inhibition, % at 12.2 µM; actives 0.56% (n = 370,000); AID 743126;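 active = inhibition above mean plus 3 SD of compounds lying within the high and low control bounds, cut at about 19% in these data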;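 note: 0% = median of test compound wells and 100% = no enzyme DMSO wells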
An asterisk follows results filed as active; / = no result given.

SMILES | ssDAF-12 act | DAX1 inh-1 | ADAM17 inh | PLCg1 inh | FXN GAA850 act | hgDAF-12 ag | PLCb3 inh | hcDAF-12 act | ADAM10 inh | DAX1 inh-2 | HGIII-sPLA2 inh
Cc1ccc(N(C)C(=O)N2CCN(S(=O)(=O)c3ccc4ccccc4c3)CC2)cc1 | -0.8 | -1.0 | -0.6 | 1.3 | -1.0 | -0.3 | -1.0 | -1.9 | 6.9 | -0.2 | -3.9
C=CCNc1ncnc2c1ncn2[C@H]1CN(Cc2cccs2)C[C@@H](CO)O1 | -1.1 | -0.5 | 7.3 | 4.0 | -0.2 | 1.6 | 1.6 | -0.7 | -0.6 | / | -4.0
Cc1ccc(OC(=O)c2cc(C)nn2C(C)(C)C)cc1 | -1.5 | -0.2 | 0.7 | 1.9 | 0.9 | 1.3 | -3.3 | -0.5 | 1.2 | 3.5 | -2.2
CCN(CC)S(=O)(=O)c1cccc(C(=O)Nc2ccc(S(=O)(=O)NC3=NCCCCC3)cc2)c1 | -1.7 | -4.0 | -8.1 | -5.2 | -0.7 | -2.7 | -8.4 | -2.6 | -19.3 | -1.8 | -2.2
O=C(c1ccc(NC(=O)C(c2ccccc2)c2ccccc2)cc1)c1ccc(C(=O)O)c(C(=O)O)c1 | -1.6 | 0.1 | -4.4 | -0.1 | 0.4 | 1.0 | -6.5 | 0.0 | 0.3 | 1.6 | -6.1
Cc1cc(C)cc(C(=O)NCCC(=O)N2CCC3(CC2)NCCc2[nH]cnc23)c1 | -1.6 | 3.9* | -1.0 | 2.5 | 0.1 | 0.2 | -4.1 | -0.1 | 2.2 | 0.5 | 8.9
Cc1ccc(N2C(=O)NC(NS(=O)(=O)c3ccccc3)(C(F)(F)F)C2=O)cc1 (centres undefined) | -0.9 | 0.3 | -1.0 | -2.1 | -0.4 | 0.3 | -2.5 | -1.5 | 5.6 | 0.6 | 1.9
COc1ccc(Cn2c(=N)c(C(=O)NC3CCCCC3)cc3c(=O)n4ccccc4nc32)cc1 | -1.3 | 0.6 | -9.3 | -25.5 | -0.7 | 5.3 | -42.0 | 0.2 | -15.6 | -0.4 | 4.0
O=C(CN(c1ccc(Cl)c(C(F)(F)F)c1)S(=O)(=O)c1ccccc1)N1CCOCC1 | -1.1 | -0.5 | 3.7 | 2.0 | 1.7 | -0.3 | 0.6 | -0.7 | 16.3 | 0.5 | -10.7
CSc1nc(N)c(NC(=O)c2ccc(Br)o2)c(=O)[nH]1 | -0.8 | 0.1 | -0.6 | -0.9 | 0.7 | 2.3 | -4.3 | 0.8 | 1.2 | 0.0 | 5.6
Cc1ccc(Cl)cc1N1CCN(C(=O)Cc2cn(C)c3ccccc23)CC1 | -1.5 | -1.3 | 0.5 | -3.6 | 0.9 | -0.4 | -2.6 | -3.8 | 0.2 | -1.7 | -37.1
Cc1ccc(S(=O)(=O)N2CCCCC2C(=O)N2CCN(Cc3ccccc3)CC2)cc1 (centres undefined) | -1.6 | -1.7 | 2.6 | 12.1* | -0.2 | 0.7 | 7.9 | -1.4 | 8.2 | -1.2 | -3.7
O=C(c1cccc(Cl)c1)N1CCC(=O)N([C@H](COCc2ccccc2)Cc2ccccc2)CC1 | -1.2 | -1.3 | -2.2 | 1.8 | / | 0.2 | 3.3 | 0.3 | -0.7 | / | -3.7
COc1ccc(NC(=S)N(CCc2c(C)[nH]c3ccc(C)cc23)Cc2ccco2)cc1 | -0.1 | 0.0 | -5.7 | -29.7 | -1.1 | -4.0 | -38.0 | 3.5 | -17.1 | -0.7 | 1.9
COc1ccc(CNC(=S)Nc2cccc(OC)c2)cc1 | -1.3 | 0.1 | -2.6 | 0.4 | -0.5 | 0.7 | -4.5 | -1.8 | 3.8 | 0.2 | 3.6
CCOC12CC(C)(C)CC(C)(CC3=C1C(=O)CC(C)(C)C3)C2 (centres undefined) | -1.1 | 0.0 | -3.7 | 1.9 | -3.2 | -1.8 | -0.5 | -0.3 | -18.6 | 0.1 | 24.1*
O=C(O)c1cccc(-c2nnn(Cc3ccccc3)n2)c1 | 0.5 | 2.3 | -3.6 | 0.6 | 4.4 | 14.6* | 0.0 | 5.7* | 8.3 | -1.3 | -0.6
Cc1cc2c(c(=O)o1)[C@@]1(C(=O)N(C)c3ccccc31)C1=C(CC3(CCCCC3)OC1=O)O2 | -1.1 | 0.7 | -3.0 | 0.7 | / | 1.2 | -0.5 | -2.8 | -13.4 | / | 3.2
O=C1C(=O)N(c2ccccn2)C(c2ccc(Br)cc2)/C1=C(/O)c1ccc(Br)cc1 (centres undefined) | -0.8 | -0.1 | -3.2 | -8.8 | 2.9 | -2.1 | -15.8 | -0.6 | -5.8 | 0.3 | 2.5
Cc1c(Br)c([N+](=O)[O-])nn1C(C)C(=O)NCc1cccs1 (centres undefined) | -1.7 | 0.0 | -3.4 | 4.5 | 0.0 | -1.0 | 0.9 | -0.9 | -0.1 | 1.2 | -0.3
COc1cc(C)c(S(=O)(=O)n2c([N+](=O)[O-])cnc2C)cc1C | -1.2 | 0.2 | -0.5 | 3.5 | -0.1 | -1.3 | -3.3 | -0.3 | -2.3 | 2.5 | 1.6
CCOCCn1c(CN2CCN(CCO)CC2)nc2c1c(=O)n(C)c(=O)n2C | -1.1 | -0.3 | 2.2 | 11.5* | -0.2 | 1.5 | 0.2 | -1.0 | 6.0 | 0.8 | 10.2
COc1cccc(CNC(=O)COc2cc(O)c3c(c2)OC(C)(C)CC3=O)c1 | -1.8 | -1.6 | 4.6 | -2.9 | 2.1 | -1.4 | -3.9 | -0.7 | -8.9 | -0.3 | 9.1
CCc1nnc(NC(=O)CSc2nnc(-c3cccnc3)n2CCc2ccccc2)s1 | -0.5 | 0.3 | -0.8 | -1.8 | 1.5 | 0.7 | -3.5 | 0.8 | -0.8 | 0.2 | -1.5
C[N+]1(CN2C(=O)C3C4C=CC(C4)C3C2=O)CCCCC1 (centres undefined) | -1.6 | 0.2 | -3.6 | -1.0 | -0.6 | 0.7 | -5.2 | -0.9 | -13.4 | 1.4 | 13.4
O=C(Cc1cn(-c2ccccc2)nc1-c1ccccc1)N1CCCCC1 | -1.8 | -0.3 | 1.8 | 0.4 | -2.0 | -4.1 | -3.5 | -1.8 | 1.4 | 0.5 | -4.9
Cc1cccc(Nc2nnc(SCC(=O)NCC3CCCO3)s2)c1 (centres undefined) | -1.0 | -1.4 | -1.6 | 2.7 | -0.7 | 0.1 | -2.1 | -0.6 | -2.3 | 0.2 | -3.5
O=C(CCCn1ncn2c(cc3occc32)c1=O)NCc1ccccc1F | -1.0 | -0.3 | -3.2 | -0.4 | 2.2 | 2.8 | -4.1 | -1.4 | -2.8 | 0.2 | 5.3
COc1ccc(CC(=O)NCc2ccc3c(c2)cc(C)n3C)cc1OC | -2.0 | -0.6 | -5.1 | -1.7 | 2.3 | -1.2 | -7.1 | -1.6 | -4.2 | 2.8 | 1.3
COCc1ccc(CN2CCC(C(=O)Nc3cccc(-c4cccc(Cl)c4)c3)CC2)o1 | -1.2 | -4.2 | 5.2 | 0.7 | 1.1 | -4.9 | -6.2 | -3.5 | 9.5 | -1.1 | -42.0
C[C@H](CO)N1C[C@H](C)[C@@H](CN(C)C(=O)Nc2ccccc2)Oc2c(NC(=O)C3CCCCC3)cccc2C1=O | -1.1 | 0.4 | 0.1 | 0.0 | -3.1 | -0.4 | 1.4 | -0.5 | 0.7 | 0.1 | -6.6
Cn1c(=O)[nH]c(=O)c2c1nc(NC1CCCCC1)n2Cc1ccccc1 | -1.4 | 0.4 | -3.4 | -0.6 | -0.8 | 1.0 | 1.3 | -1.8 | 1.8 | 0.6 | -4.6
O=C(CSCc1cnn(-c2ccccc2)c1-n1cccc1)NCc1cccnc1 | -1.8 | -0.7 | -1.8 | -0.7 | 2.9 | -1.4 | -4.4 | 0.5 | -3.8 | -1.2 | -5.4
COc1cccc(C(=O)NNC(=S)NC2CCCCC2)c1 | -0.2 | 0.8 | 0.4 | -0.1 | 1.4 | 10.3 | 0.5 | 0.2 | 3.4 | 2.3 | 14.0
COc1ccc(CCSc2nnc(C3CCCCC3)n2N)cc1 | -1.3 | -0.3 | 2.1 | 2.4 | 0.1 | -2.3 | 3.3 | 0.1 | 1.1 | -0.3 | 2.5
OC(CCN1CCCCC1)c1ccc(-c2ccccc2)cc1 (centres undefined) | -0.4 | 0.3 | -4.8 | 1.5 | 1.0 | 2.3 | -4.8 | 0.1 | -5.8 | 1.2 | 12.1

An excerpt taken from the entries so far:
SMILES | ssDAF-12 act | DAX1 inh-1 | ADAM17 inh | PLCg1 inh | FXN GAA850 act | hgDAF-12 ag | PLCb3 inh | hcDAF-12 act | ADAM10 inh | DAX1 inh-2 | HGIII-sPLA2 inh
Cc1ccc(N(C)C(=O)N2CCN(S(=O)(=O)c3ccc4ccccc4c3)CC2)cc1 | -0.8 | -1.0 | -0.6 | 1.3 | -1.0 | -0.3 | -1.0 | -1.9 | 6.9 | -0.2 | -3.9
C=CCNc1ncnc2c1ncn2[C@H]1CN(Cc2cccs2)C[C@@H](CO)O1 | -1.1 | -0.5 | 7.3 | 4.0 | -0.2 | 1.6 | 1.6 | -0.7 | -0.6 | / | -4.0

Carrying on.
SMILES | ssDAF-12 act | DAX1 inh-1 | ADAM17 inh | PLCg1 inh | FXN GAA850 act | hgDAF-12 ag | PLCb3 inh | hcDAF-12 act | ADAM10 inh | DAX1 inh-2 | HGIII-sPLA2 inh
O=C(NCc1cccc(C(F)(F)F)c1)c1ccc2sc(COCCO)nc2c1 | -1.0 | -0.8 | -3.2 | -1.2 | 0.4 | 4.8 | 0.1 | -0.5 | -11.0 | / | -5.6
CCn1c(CNc2ccc(F)cc2)nnc1SCC(=O)N1CCCc2ccccc21 | -1.3 | -0.1 | -1.5 | 7.1 | 2.4 | -4.0 | 1.4 | -0.9 | 3.1 | -0.8 | 3.3
CCOc1cc(N2CCOCC2)c(OCC)cc1NC(=O)c1cc(C)cc(C)c1 | -2.1 | 1.6 | -5.2 | -2.3 | 0.0 | 0.8 | -7.6 | -3.1 | -10.8 | 0.5 | 1.1
Cc1cc(-c2ccccc2C(=O)Nc2ccccc2O)on1 | -1.2 | -0.2 | 1.3 | 1.0 | -0.4 | -2.1 | -3.2 | 0.9 | 4.0 | 0.5 | -8.1
Cc1ccc(NC(=O)C2CCN(C(=O)NC3CCCCC3)CC2)c(C)c1 | -0.8 | 0.2 | -7.5 | 2.0 | -1.2 | -1.8 | -1.4 | -1.3 | -5.2 | -0.8 | 3.5
O=C(c1c(F)cccc1F)N1CCCC(c2nc(-c3ccc(Cl)cc3)no2)C1 (centres undefined) | -1.8 | -0.5 | 2.5 | 2.4 | -0.9 | -1.9 | -0.8 | -1.6 | 4.5 | -1.1 | -4.2
CC(=O)Nc1ccc(S(=O)(=O)Nc2cc(C)cn(Cc3ccc(C)cc3)c2=O)cc1 | -1.3 | -0.6 | 0.3 | 0.6 | 2.8 | -1.7 | -10.5 | -2.2 | -3.2 | -1.4 | 12.5
CCC(=O)OCC(=O)N=c1sccn1Cc1ccc(C)cc1 | -1.2 | -0.5 | -6.8 | 0.5 | 2.9 | -0.7 | -1.9 | 1.1 | 2.0 | 0.5 | 4.8
